# Source: PubChem
# hgDAF-12 ag – agonists of H. glycines DAF-12 nuclear receptor; HEK293 GAL4-hgDAF12 UAS-luciferase reporter, agonist luminescence; normalized to butyrate control; activation, % at 6.8 µM; 370,000 compounds, 1.8% hits;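 active = activation above a cutoff set at the mean of all screened compounds plus 3 SD, cut at about 10% in these data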;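 also: 0% = DMSO wells and 100% = sodium butyrate wells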
# PG9 Ab binder – binds the HIV-1 gp120 antibody PG9; TR-FRET gp120-PG9 antibody binding; inhibition, % at 6.7 µM; 360,000 compounds, 0.43% hits; in the data active = inhibition above about 8.5%
# hcDAF-12 act – activates DAF-12 receptor from parasite H. contortus. HEK293 hcDAF-12 lit1-tk-luc reporter, luminescence; 0% DMSO, 100% Δ7-dafachronic acid. activation, % at 6.8 µM. 370,000 compounds, 1.4% hits;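 active = activation above the mean of all tested compounds plus 3 SD, cut at about 5.5% in these data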;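 also: 100% = response to 3 µM Δ7-dafachronic acid high control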
# PLC-beta3 inh – PLC-beta3 (human) inhibition, primary screen | Purified PLC-beta3, fluorogenic substrate, fluorescence | 370,000 compounds, 0.18% hits | inhibition, % at 12.2 µM | Q01970; in the data active = inhibition above about 11%;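 also: 0% = median of compound wells on plate and 100% = full blocker control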
# Target sequence (Q01970 whole entry, looked up): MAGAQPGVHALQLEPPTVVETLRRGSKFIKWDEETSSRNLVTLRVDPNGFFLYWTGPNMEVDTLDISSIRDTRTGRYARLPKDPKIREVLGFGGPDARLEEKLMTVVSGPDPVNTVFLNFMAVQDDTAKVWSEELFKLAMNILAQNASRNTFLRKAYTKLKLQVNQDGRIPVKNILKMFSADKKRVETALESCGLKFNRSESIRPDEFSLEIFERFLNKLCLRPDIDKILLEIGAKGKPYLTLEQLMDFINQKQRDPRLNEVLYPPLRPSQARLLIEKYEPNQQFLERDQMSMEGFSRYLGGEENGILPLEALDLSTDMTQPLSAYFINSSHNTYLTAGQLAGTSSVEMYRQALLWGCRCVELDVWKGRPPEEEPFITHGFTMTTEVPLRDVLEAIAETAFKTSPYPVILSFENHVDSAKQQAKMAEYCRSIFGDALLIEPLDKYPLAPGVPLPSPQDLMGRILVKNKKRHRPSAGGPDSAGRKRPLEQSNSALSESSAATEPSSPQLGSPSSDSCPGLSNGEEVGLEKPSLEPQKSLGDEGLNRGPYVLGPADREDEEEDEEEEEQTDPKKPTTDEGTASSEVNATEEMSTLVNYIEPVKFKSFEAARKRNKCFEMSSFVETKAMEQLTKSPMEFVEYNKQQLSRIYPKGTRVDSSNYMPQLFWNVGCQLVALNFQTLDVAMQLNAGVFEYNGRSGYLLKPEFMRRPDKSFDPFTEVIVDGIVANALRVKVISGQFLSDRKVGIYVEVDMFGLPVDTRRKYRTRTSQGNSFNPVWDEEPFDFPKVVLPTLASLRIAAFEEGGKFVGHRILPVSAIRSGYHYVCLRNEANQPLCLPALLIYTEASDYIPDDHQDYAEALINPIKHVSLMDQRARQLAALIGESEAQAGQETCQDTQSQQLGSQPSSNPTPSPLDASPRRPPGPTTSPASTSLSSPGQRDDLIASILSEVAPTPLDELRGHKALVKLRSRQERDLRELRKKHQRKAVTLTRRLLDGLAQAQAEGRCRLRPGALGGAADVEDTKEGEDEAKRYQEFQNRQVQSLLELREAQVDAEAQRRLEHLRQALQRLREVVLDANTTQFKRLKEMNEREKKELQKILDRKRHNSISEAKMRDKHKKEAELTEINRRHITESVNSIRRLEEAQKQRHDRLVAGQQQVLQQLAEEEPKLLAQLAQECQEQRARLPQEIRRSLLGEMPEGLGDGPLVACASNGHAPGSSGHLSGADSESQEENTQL
# FXN GAA850 act – frataxin GAA850 promoter activation; HEK293 lucGAA850 FXN promoter luciferase reporter, 24 h; percent of 10 µM SAHA response; activation, % at 6 µM; 360,000 compounds, 0.56% hits;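 active = activation above the average of all compounds screened plus 3 SD, cutoff fixed separately per campaign, cut at about 7.5% in these data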;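 also: 0% = DMSO wells and 100% = 10 µM SAHA wells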
# DAX1 inh-1 – NR0B1 (DAX1) inhibition | 340,000 compounds, 0.99% hits | inhibition, % at 6.75 µM | AID 504766 | P51843 | HEK293 Gal4-DAX1 luciferase reporter, luminescence;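 active = inhibition above the mean over all tested compounds plus 3 SD, cut at about 4.2% in these data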;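 also: 0% = DAX1-transfected cells with DMSO and 100% = empty-vector control cells with DMSO; inhibition shows as a rise in luminescence from relieved DAX1 repression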
# NR1D1 modulator – modulators of human Rev-erb alpha DNA binding. 370,000 compounds, 0.79% hits. AID 1259318. P20393. activity, % at 10 µM. Rev-erbα–FITC-DNA binding, fluorescence polarization, 90 min;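 active = activity above about 14%, limit read from the data; passing the limit was not always enough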;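 also: 0% = DMSO wells with 35 nM protein and 100% = DMSO wells with 750 nM protein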
# sPLA2-III inh – Inhibits HGIII-sPLA2 liposome hydrolysis, primary screen. QFRET BODIPY PC-A2 liposome hydrolysis, fluorescence. inhibition, % at 12.2 µM. 370,000 compounds, 0.56% hits;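 active = inhibition above mean plus 3 SD of compounds lying within the high and low control bounds, cut at about 19% in these data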;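 also: 0% = median of test compound wells and 100% = no enzyme DMSO wells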
# ssDAF12 agonist – activates DAF-12 receptor from parasite S. stercoralis. 370,000 compounds, 1% hits. HEK293 ssDAF-12/GRIP1 lit1-tk-luc reporter, luminescence; % of 3 µM dafachronic acid response. activation, % at 6.8 µM;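 active = activation above the mean over all tested compounds plus 3 SD, cut at about 0.9% in these data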;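 also: 0% = DMSO-only wells and 100% = 3 µM delta7-dafachronic acid wells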
# DAX1 inh-2 – blocks DAX1 repression of SF-1 activated StAR promoter; inhibition, % at 6.8 µM; AID 652010; HEK293T StAR-luciferase reporter, SF-1/DAX-1 repression relief; 370,000 compounds, 1.1% hits;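 active = inhibition above the mean over all tested compounds plus 3 SD, cut at about 3.6% in these data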;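 also: 0% = DAX-1 cells with DMSO and 100% = cells lacking DAX-1 with DMSO; higher inhibition means more luminescence from relief of DAX-1 repression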
# SMARCA2 activ – increases SMARCA2 function in MMTV reporter cells; 370,000 compounds, 1% hits; activation, % at 9.1 µM; MG213 cells, MMTV-luciferase reporter, dexamethasone, overnight; in the data active = activation above about 7.8%;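 also: 0% = vehicle wells and 100% = reference activator wells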
# * = called active by the depositor; x = not tested or not shown.
smiles,sPLA2-III inh,ssDAF12 agonist,PG9 Ab binder,FXN GAA850 act,PLC-beta3 inh,DAX1 inh-1,hgDAF-12 ag,hcDAF-12 act,SMARCA2 activ,DAX1 inh-2,NR1D1 modulator
CNC(=S)NN=C(C)c1ccc(OC)cc1O,27*,-1.2,-1.7,1.5,1,-1.8,-2.5,0.1,1,-1.0,3
Cc1[nH]c2ccccc2c1[C@H]1[C@@H](CC#N)C1(C)C,-4,-1.4,-2.0,3.3,-3,1.1,0.3,-0.9,-1,-0.9,0
CCc1nc2ccc(C(=O)Nc3cc(-c4ccccc4)ccc3OC)cn2c1N(C)Cc1nccs1,-24,-2.3,-0.6,-1.7,-37,x,-8.8,-5.4,-4,-5.6,-3
CCC(CC)C(=O)N(C)c1c(C)nc2c(OCc3ccccc3C)cccn12,4,-1.4,3.0,-3.4,2,x,-3.4,-3.5,1,-3.9,6
COC(=O)c1sc(NC(=S)NC(=O)c2ccc(F)cc2)nc1C,4,0.3,-1.0,x,0,x,4.6,2.7,2,-0.2,6
CC(C)C(c1nnnn1C1CCCC1)N1CCc2ccccc21 (stereo not drawn),-2,-1.9,-1.9,-2.3,6,-0.3,-0.9,-2.2,-1,-0.4,-8
CC(C)(C)NC(=O)CCSc1nnc(-c2ccco2)o1,1,-1.4,-2.1,3.6,-3,2.1,1.3,0.8,2,1.0,-1
Cc1ccc(S(=O)(=O)N2CCCCC2)cc1NC(=O)C1CC(=O)N(Cc2ccco2)C1 (stereo not drawn),-7,-1.8,0.7,-1.3,-1,0.0,0.6,-0.7,0,0.6,0
Cc1[nH]c(=O)[nH]c(=S)c1C(=O)Nc1ccc(Cl)c(Cl)c1,8,-0.8,-0.2,2.5,-3,0.6,0.5,-0.8,-3,0.2,-3
COC(=O)c1cccc(NC(=O)c2ccc(OC)c(Cl)c2)c1,-10,-1.8,-1.2,-0.3,-3,-0.4,7.8,1.8,2,0.6,0
O=C(NCc1ccc(F)cc1)c1cc(C2CCCCN2C(=O)OCCF)on1 (stereo not drawn),-4,-1.4,-0.1,1.5,2,x,3.6,-1.3,-1,-1.5,-2
CN(Cc1ccccc1)S(=O)(=O)c1ccc2[nH]c(=O)ccc2c1,-1,-1.1,-2.8,0.0,1,0.9,-0.6,-2.0,8.7*,0.4,1
O=S(=O)(Nc1ccc(F)cc1)c1ccc(NS(=O)(=O)c2cccs2)cc1,-44,-1.4,-2.0,-0.8,-4,1.4,-2.7,-0.9,-3,-0.2,-3
O=C(O)c1ccc(/C=N/N2CCN(Cc3ccc(Cl)cc3)CC2)cc1,2,-1.8,0.6,1.4,-1,0.0,-2.4,-1.1,-1,0.0,-2
COc1cccc(C(=O)NC2CCN(C(=O)N3c4ccccc4Sc4ccccc43)CC2)c1,-17,-1.7,-1.1,-3.4,2,-0.3,-1.9,-4.5,-4,-0.6,-1
COc1ccc(CCCNC(=O)C2Cc3c(-c4ccc(NC(C)=O)cc4)ccnc3O2)cc1 (stereo not drawn),-5,-1.5,0.5,0.6,2,x,-0.4,-1.9,-3,-0.4,9
Cc1cc(NC(=O)CSc2nc(C(C)C)nc3ccccc23)no1,1,-1.1,1.8,-1.5,-2,-0.9,-2.8,-2.0,1,-1.0,1
O=C(Nc1ccccc1)C1CCCN(C(=O)c2ccc(F)cc2)C1 (stereo not drawn),3,-1.1,-0.7,2.3,-8,-0.3,-0.7,3.4,-3,-0.5,0
Cc1ccc(C)c(NC(=O)C2CCCN2/C=C/C(=O)C(F)(F)F)c1 (stereo not drawn),16,-1.3,-1.5,2.0,1,-0.2,0.0,0.0,-3,0.0,-1
Cc1cc2c(s1)c1cnn(Cc3ccccc3F)c(=O)c1n2C,-1,-1.0,-0.3,4.3,3,-1.2,-0.9,-1.2,-4,-0.4,33*
CCOC(=O)N[C@@H](CC(C)C)C(=O)N1CCC[C@H]1C(=O)NCc1ccccc1,3,-0.9,1.7,x,8,x,-1.1,-1.5,-1,0.9,-6
COc1ccc(NS(=O)(=O)c2ccc(N3C(=O)CCC3=O)cc2)cc1,-1,-1.7,-0.5,-2.4,2,4.7*,-0.6,-1.3,-1,-1.1,3
NC(=O)c1ccc(Oc2cccc3cccnc23)c([N+](=O)[O-])c1,-2,-0.2,-2.2,2.6,-79,-1.7,0.0,2.5,-1,0.3,-4
CCCOc1cccc(OCC(=O)Nc2nc3ccccc3[nH]2)c1,25*,-0.8,-2.0,1.0,-5,-0.7,-0.8,1.8,-2,-0.1,0
CN(CC(=O)Nc1cccc(F)c1)C(=O)c1cn(-c2ccccc2)nc1-c1cccs1,-41,-1.0,1.8,2.5,-10,0.3,-3.7,-1.4,-2,-1.4,1
c1ccc(-n2cnnc2SCc2cn3ccccc3n2)cc1,3,-1.1,-0.2,-1.1,2,0.0,-0.7,-1.6,1,0.0,-1
Cc1ccc(C)c(Oc2coc3cc(OC(=O)c4cccs4)ccc3c2=O)c1,-1,-0.5,-2.6,3.8,-144,1.5,1.1,0.1,2,0.3,11
COc1ccccc1NC(=O)Nc1nc(CC(=O)Nc2ccc(F)c(F)c2)cs1,5,-0.9,-3.1,-0.6,-3,-0.2,0.7,0.7,-3,-1.1,-1
C=CCNC(=S)N1CCC(Cc2ccccc2)CC1,8,-1.1,-2.4,-1.4,-4,0.3,-1.5,-0.8,-1,-1.1,7
O=C(c1cc([N+](=O)[O-])ccc1Cl)N1CCN(c2ccc(F)cc2)CC1,-2,-1.3,0.1,1.6,-14,0.6,-2.1,-1.7,-1,-0.5,-2

# New compounds follow
smiles,sPLA2-III inh,ssDAF12 agonist,PG9 Ab binder,FXN GAA850 act,PLC-beta3 inh,DAX1 inh-1,hgDAF-12 ag,hcDAF-12 act,SMARCA2 activ,DAX1 inh-2,NR1D1 modulator
FC(F)Oc1ccc(NC(=S)NCc2ccccc2)cc1,7,0.3,-1.6,4.0,0,0.5,2.1,-1.0,-2,-1.0,-4
O=C(CSc1nnc(Cc2cc(=O)[nH]c(=O)[nH]2)n1-c1ccc(F)cc1)NC1CCCC1,-4,-1.4,-2.4,-1.0,-8,2.4,0.5,2.7,-1,-0.7,2
CC(=O)NC1=NN(C(C)=O)C2(S1)C(=O)N(C(C)=O)c1ccc(C)cc12 (stereo not drawn),-1,-1.5,0.0,-0.6,0,-0.1,3.5,-1.8,1,0.2,-2
COC(=O)CCCn1cc(CN2CC=CS2(=O)=O)nn1,2,-0.6,x,x,0,x,3.9,-0.5,-1,-0.2,2
CCN(CC)CCn1c(NC(=O)c2ccc(C)cc2)nc2ccccc21,-1,1.0*,-0.3,2.2,-18,3.2,10,11*,2,0.7,-2
COc1ccc(/C=N/NC(=O)C(C)n2cnc3ccccc3c2=O)cc1OC (stereo not drawn),-7,-1.1,-2.2,4.5,-2,0.4,-0.5,1.8,0,0.0,0
O=C(NCC(c1cccs1)N1CCOCC1)c1ccc(Cl)c(S(=O)(=O)N2CCOCC2)c1 (stereo not drawn),1,-2.3,0.7,-0.7,-29,0.8,-3.7,-1.4,-2,0.0,-6
Cc1ccc(C(=O)Nc2nnc(SCC(=O)N3CCCc4ccccc43)s2)cc1,-5,0.8,-2.1,4.0,0,-1.9,14*,4.1,9.3*,4.2*,4
O=C(NN1C(=O)c2ccccc2NC1c1ccoc1)c1ccccc1 (stereo not drawn),3,-1.4,0.3,-1.0,-69,1.2,2.8,0.6,0,1.3,2
COCCn1c(N)c(N(Cc2ccccc2)C(=O)c2cc(=O)[nH]c3ccccc23)c(=O)[nH]c1=O,-5,-0.8,-1.1,2.8,-6,-0.1,0.0,-0.3,2,0.0,10
Cc1noc(C)c1CCC(=O)O,-2,-1.2,-0.6,1.4,0,0.2,-2.5,-1.2,-3,0.6,4
Cc1ccnc(SCc2ccc(C(=O)O)cc2)n1,3,-0.8,1.0,-3.3,-6,1.7,2.0,-2.6,-1,-0.4,3
CN1CCOCCOCCN(C)C(=O)N2CCOCCOCCN(CCOCC2)C1=O,7,-0.6,0.6,1.5,1,0.0,2.9,-1.3,-1,-0.7,-1
Cc1ccc(C)c(N2CCN(S(=O)(=O)c3ccc4c(c3)NC(=O)CS4)CC2)c1,-7,-1.3,-0.3,-3.5,-9,-0.5,-2.7,-3.1,-5,-0.6,6
Cc1ccc(C)c(NC(=S)NC(NC(=O)/C=C/c2ccccc2)C(Cl)(Cl)Cl)c1 (stereo not drawn),-10,-1.4,0.6,-2.0,-1,-0.3,-1.3,-1.2,-1,0.7,-3
CC(C)C(N)c1csc(Nc2ccccn2)n1 (stereo not drawn),-1,-1.4,0.0,0.9,0,x,1.0,0.3,0,-0.8,-7
Cc1ccc(CCNC(=O)CN2C(=O)COc3ccc(S(=O)(=O)N4CCCCC4)cc32)cc1,2,-0.9,-0.6,3.1,-11,-0.4,2.0,0.6,-1,0.1,-4
O=S(=O)(Cc1ccc(Cl)cc1)NCC1CCCO1 (stereo not drawn),0,-1.4,0.4,2.9,1,-0.7,-0.2,-1.0,-2,0.4,-8
CCC(C)NC(=O)CSc1nc2ccccc2c(=O)n1CCCN1CCCCC1 (stereo not drawn),9,-1.2,0.8,1.3,-8,1.2,1.3,0.0,-1,0.6,-4
O=C(CN(C(=O)c1ccccc1Cl)N1C(=O)CCCC1=O)c1ccc(Cl)cc1,3,-0.6,2.0,-0.8,-6,-0.7,0.9,-0.8,1,0.3,0
CC(C)CNC(=O)NC(=O)COc1c(F)c(F)cc(F)c1F,-7,-1.6,0.3,-1.1,1,0.1,-0.2,0.0,-2,-0.2,2
CCN1C(=O)[C@@H]2[C@H](C1=O)[C@@H]1C(=O)Nc3ccccc3C(=O)N1[C@@H]2c1ccc(OC)cc1,5,-1.3,2.0,-0.1,-7,2.3,-2.6,-1.8,1,0.0,-4
CC(C)=C1C2CCC1C1C(=O)N(c3ccc(C)c(C)c3)C(=O)C21 (stereo not drawn),4,-0.9,0.7,1.6,1,0.7,-1.6,-1.4,4,-0.6,5
CCN(CC)S(=O)(=O)c1ccc(N/N=C/c2ccccc2OCC(=O)O)c([N+](=O)[O-])c1,-19,-1.3,-3.0,2.4,-2,-0.6,-1.6,-0.3,-4,0.6,9
CC(C)C[C@H](NC(=O)NCCc1ccc(Cl)cc1)C(=O)O,-4,-1.6,-1.0,3.0,-3,0.6,0.2,-0.8,0,-0.2,-5
COc1cccc(SCc2noc(C(=O)NCc3ccccc3)c2C(=O)NCc2ccccc2)c1,-5,-0.6,0.3,-0.6,0,3.3,0.8,-1.5,1,0.5,-3
CCOC(=O)C1=C(c2ccccc2)Nc2nc(C)nn2C1c1cccc(OC)c1OC (stereo not drawn),6,-1.0,0.1,3.2,-4,0.6,-1.8,-1.3,-4,0.1,6
COC(=O)C1C(c2ccc(OC)cc2)NC(=O)NC1(O)C(F)(F)Cl (stereo not drawn),5,-1.1,1.8,-0.8,-2,0.7,0.4,-0.4,-3,0.5,2
